Screens deposited in PubChem by National Center for Advancing Translational Sciences (NCATS).
RGS4 inhibitor – blocks human RGS4-accelerated GTP hydrolysis; P49798; Transcreener GDP fluorescence polarization, RGS4-accelerated GTP hydrolysis; Potency, µM (highest dose often 114 µM), inactives show at the highest dose activity change, negative = inhibition, usual class: inhibitors; 390,000 compounds, 0.039% hits; AID 504845; also: potency is read from the fitted curve at half-maximal effect; % is scaled to controls: 0 for no effect and ±100 for the full control effect; nearly all actives have a fitted effect of over 75% in size; some results filed as inactive show a strong effect at the top dose
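MLSMR compounds (23 nl, pin-transferred) preincubated 10 min at room temperature with a 500nM (2x) first reagent, then RGS4 at 900nM (2x) plus Transcreener GDP mix added; fluorescence polarization (620/688 nm) read before and after 90 min at 30 °C.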
HP1b binding inh – blocks HP1-beta chromodomain binding to methylated histone tails; Potency, µM (doses to about 114 µM), for the others: at the highest dose activity change, negative = inhibition, usual class: inhibitors; AlphaScreen HP1-beta / biotin-H3K9me3 peptide binding; 390,000 compounds, 0.56% hits; P83916; also: potency is read from the fitted curve at half-maximal effect; nearly all actives have a fitted effect of over 70% in size; inactives centre near 23
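Compound inhibition of the preformed complex between 50 nM HP1-beta and 50 nM biotinylated H3K9me3 peptide was read by AlphaScreen. Buffer was PBS pH 7.4 with 0.01% Tween-20. Incubations ran 30 min at room temperature, with 10 ug/mL donor/acceptor beads.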
G9a block – G9a (human) methyltransferase inhibition | G9a H3K9 monomethylation, AlphaScreen, 2 h | Potency, µM (highest dose often 102 µM), inactives show at the top dose activity, negative = inhibition, actives largely listed as inhibitors | 350,000 compounds, 8.8% hits | AID 504332; also: potency is read from the fitted curve at half-maximal effect; % is scaled to controls: 0 for no effect and ±100 for the full control effect; nearly all actives have a fitted effect of over 75% in size
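G9a (20 nM) preincubated 15 min RT with compounds, then 500 nM biotinylated H3K9 peptide and 20 uM SAM added; 2 h RT reaction. Monomethyl-H3K9 product detected by AlphaScreen with anti-H3K9me1 antibody, streptavidin donor and anti-rabbit IgG acceptor beads.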
BAZ2B inh – BAZ2B (human) inhibition | Q9UIF8 | AlphaScreen BAZ2B-H3K14Ac peptide displacement | Potency, µM (titrated, usually from 114 µM), for the others: at the top dose activity change, negative = inhibition, usual class: inhibitors | 360,000 compounds, 4.4% hits; also: potency is read from the fitted curve at half-maximal effect; % is scaled to controls: 0 for no effect and ±100 for the full control effect; nearly all actives have a fitted effect of over 60% in size
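Protein-peptide AlphaScreen: BAZ2B 50 nM, b-H3K14Ac 50 nM, 1x PBS pH 7.4 + 0.01% Tween-20. Preincubation 30 min RT; cpd 30 min RT (top 110 uM); beads 20 min RT, light-protected.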
JMJD2A Tudor inh – blocks the human JMJD2A Tudor domain; 390,000 compounds, 4.4% hits; Potency, µM (highest dose often 114 µM), for inactives: at the highest dose activity change, negative = inhibition, hits mostly inhibitors; AlphaScreen JMJD2A-Tudor / H3K4me3 peptide binding; also: potency is read from the fitted curve at half-maximal effect; % is scaled to controls: 0 for no effect and ±100 for the full control effect; nearly all actives have a fitted effect of over 50% in size
PI4K2A block – inhibitors of human PI4K2A. AID 1346378. activity change, negative = inhibition, % at 76.9 µM. purified PI4K2A, ADP-Glo luminescence, 1 h; stronger effect = lower value. 420,000 compounds, 0.13% hits. Q9BTU6; in the data active = activity change below about -50%; inconclusive = mostly about -30% to -49%;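 also: -100% = wells without enzyme as full effect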
Target sequence (Q9BTU6 whole entry, looked up): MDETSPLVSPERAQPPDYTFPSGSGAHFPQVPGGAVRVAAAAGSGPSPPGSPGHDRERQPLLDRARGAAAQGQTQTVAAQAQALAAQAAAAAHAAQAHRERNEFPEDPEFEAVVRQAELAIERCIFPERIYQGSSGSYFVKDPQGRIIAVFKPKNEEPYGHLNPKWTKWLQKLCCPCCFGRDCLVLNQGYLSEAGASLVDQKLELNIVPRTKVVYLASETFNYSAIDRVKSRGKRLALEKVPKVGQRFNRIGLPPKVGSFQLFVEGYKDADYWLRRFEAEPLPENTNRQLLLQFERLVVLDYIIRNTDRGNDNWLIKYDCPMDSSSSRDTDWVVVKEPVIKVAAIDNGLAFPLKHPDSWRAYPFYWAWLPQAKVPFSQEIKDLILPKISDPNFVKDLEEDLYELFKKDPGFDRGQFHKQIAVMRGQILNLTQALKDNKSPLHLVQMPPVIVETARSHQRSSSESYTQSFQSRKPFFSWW
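PI4K2A activity was measured by ADP-Glo luminescence: enzyme (4 ug/mL stock) and phosphatidylinositol (1.2 mM stock) in Tris pH 7.5/MgCl2/EGTA/Triton X-100 buffer were reacted with ATP (300 microM stock) for one hour at ambient temperature.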
ERG-DNA inh – inhibitors of human ERG Ets domain-DNA interaction. fluorescence polarization, His-ERG Ets domain / labelled DNA. Potency, µM (series often up to 76.9 µM), inactives show at the highest dose FP activity, negative = inhibition, hits mostly inhibitors. 370,000 compounds, 0.028% hits. AID 624246; active = well fitted inhibition curve with a large enough effect in the polarisation, with a control signal flat; inconclusive = small, poorly fitted or top-dose-only effect, or effect the other way, or a change in a side signal; inactive = no such curve, though single readings can be large or run the other way; the % refers to the polarisation;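 also: polarization taken with two DNA probes labelled with fluorescein and Texas red; potency is read from the fitted curve at half-maximal effect; % of control where 0% means no effect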
Target sequence (P11308 whole entry, looked up, the tested form may be a part): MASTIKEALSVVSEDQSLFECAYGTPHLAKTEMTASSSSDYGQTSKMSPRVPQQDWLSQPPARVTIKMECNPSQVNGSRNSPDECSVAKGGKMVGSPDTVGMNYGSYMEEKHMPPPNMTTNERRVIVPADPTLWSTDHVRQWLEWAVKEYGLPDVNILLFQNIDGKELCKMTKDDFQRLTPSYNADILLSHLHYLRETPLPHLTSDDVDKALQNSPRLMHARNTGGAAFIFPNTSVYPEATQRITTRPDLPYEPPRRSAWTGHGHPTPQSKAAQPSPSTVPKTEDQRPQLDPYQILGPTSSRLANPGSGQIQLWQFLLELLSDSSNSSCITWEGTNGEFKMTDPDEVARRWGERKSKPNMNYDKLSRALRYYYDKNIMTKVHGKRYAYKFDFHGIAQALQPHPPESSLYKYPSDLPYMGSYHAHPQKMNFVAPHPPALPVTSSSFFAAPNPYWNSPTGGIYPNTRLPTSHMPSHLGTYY
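His-tagged ERG Ets domain (1 uM in the protein solution; 300mM KCl, 50mM Tris-HCl, 1mM EDTA, 1mM DTT, pH 7.5) received compound, then a probe mix of 5 nM fluorescein-DNA and 100nM Texas-615-DNA. Fluorescence polarization was read for both dyes.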
12-LOX inh – ALOX12 (human) lipoxygenase inhibition; 580,000 compounds, 1.1% hits; purified 12hLO, xylenol orange hydroperoxide absorbance; P18054; Potency, µM (highest dose often 108 µM), inactives show at the top dose activity change, negative = inhibition, hits mostly inhibitors; also: potency is read from the fitted curve at half-maximal effect; % is scaled to controls: 0 for no effect and ±100 for the full control effect
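Hydroperoxide product was detected by ferrous iron/xylenol orange as the 573 to 405 nm absorbance ratio. Arachidonic acid at 40 uM (final) was turned over for 30 min at room temperature by 150 nM human 12hLO, pH 7.0 Hepes buffer, after 15 min compound preincubation.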
GLS inh – glutaminase GLS (human) inhibition | O94925 | GLS enzymatic activity, qHTS titration | Potency, µM (top dose mostly 45.5 µM), without a hit: top-dose activity change, negative = inhibition, most hits filed as inhibitors | 410,000 compounds, 0.21% hits; also: potency is read from the fitted curve at half-maximal effect; % is scaled to controls: 0 for no effect and ±100 for the full control effect
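Compounds were pin-transferred onto hKGA, after which L-glutamine (1 mM solution) and a detection mix of glutamate oxidase, HRP and Amplex Red were added. Initial and 30 min RT fluorescence reads were collected.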
* marks the source's active call; other numbers are inactive results; u = inconclusive; x = no result given; [ ] = another dose, or the depositor's remark. Unless noted, calls follow the shape of the dose curve; as a rule, active = well fitted curve in the direction sought with a large enough effect; inconclusive = small, poorly fitted or top-dose-only effect, or another doubt; inactive = no such curve, though single readings can be large; an effect the other way counts as inactive or inconclusive. An excerpt (hit frequency here may not be typical).

SMILES	RGS4 inhibitor	HP1b binding inh	G9a block	BAZ2B inh	JMJD2A Tudor inh	PI4K2A block	ERG-DNA inh	12-LOX inh	GLS inh
COC(=O)c1sc(NC(=O)CSc2nc3cccnc3n2C2CCCCC2)nc1C	-7%	23%	u	-27%	-12%	-8	5%	14%	6%
CC(C)(C)C(=O)Nc1ccc(Cl)c(-c2nc3ccccc3[nH]2)c1	18%	11%	-8%[59 µM]	-8%	-16%	2	2%	-23%	-1%
CN(C)CCNCc1ccc(OC2CCCC2)cc1	6%	29%	79µM*	-29%	-11%	3	-9%	2%	1%
CC1(C)CC(=O)C(N=Nc2ccc(S(=O)(=O)N3CCCCCC3)cc2)=C(O)C1	-15%	5%	7%[59 µM]	-4%	-33%[57.1 µM]	7	-1%	-23%	9%
O=C(Nc1ccc(Br)cc1F)C1CCN(c2nnc(-n3cccc3)s2)CC1	0%	38%[activator]	-23%	-3%	-14%	-2	5%	7%	3%
CC(=O)c1ccc(NC(=O)CCS(=O)(=O)c2ccc3c(c2)n(C)c(=O)c(=O)n3C)cc1	-31%	-18%	u	79µM*	79µM*	0	2%	x	-17%
COC(=O)C1(CO)NC(c2cccs2)C2C(=O)N(c3ccccc3)C(=O)C21 (stereo unspecified)	-37%[56.9 µM]	-11%	-8%	9%	-30%[57.1 µM]	1	-3%	-8%	1%
COc1cc(CNCc2ccccn2)ccc1OCc1ccccc1Cl	12%	-2%	u	u	45µM*	-4	1%	3%	3%
O=S(=O)(c1cccc(-n2cnnn2)c1)N1CCOCC1	8%	22%	-9%[59 µM]	-3%	-12%	-2	x	5%	0%
O=C(CN1C(=O)NC2(CCOc3ccccc32)C1=O)c1ccc(F)cc1 (stereo unspecified)	-13%	32%	6%[0.501 µM]	-5%	-14%	0	1%	-28%	-11%
CCCOc1ccc(C(=O)N2CCCc3ccccc32)cc1	26%	78%[activator]	19%[59 µM]	0%	102%[activator]	-9	-1%	11%	x
Cc1ccccc1C(=O)N1CCC(C(=O)O)CC1	0%	29%	2%[59 µM]	-5%	-7%	1	-2%	-13%	1%
Cn1sc(NC(=O)c2cccc(Cl)c2)nc1=O	-27%	39%[activator]	x	-4%	-15%	-2	9%	0%	-3%
CCc1ccc(OCC(=O)N2CC(C(=O)OC)Oc3ccccc32)cc1 (stereo unspecified)	22%	37%[activator]	12%[2.33 µM]	4%	10%	-3	24%	0%	-1%
O=C(NC1CC2CCCC(C1)N2C(=O)N1CCCCC1)C1CCCCC1 (stereo unspecified)	1%	29%	-14%	0%	-8%	-5	-1%	-2%	1%
CCN(CC)S(=O)(=O)c1ccc(N2CCOCC2)c(NC(=O)CCC2CCCCC2)c1	-22%	3%	-15%[59 µM]	12%	-24%	-2	3%	-22%	5%
COc1cccc(CC(=O)Nc2ccc3c(c2)CCC3)c1	-6%	83%[activator]	u	12%	8%	0	-10%	-1%	-7%
O=C1NC(=O)C2(CCCCC2)N1	-8%	25%	x	x	-5%	-3	-5%	8%	1%
COc1cc(CNC2CCCCC2OC)cc(OC)c1 (stereo unspecified)	-4%	u	u	56µM*	5.6µM*	-1	7%	-14%	-9%
COc1ccc(CNC(=O)Cc2csc(Nc3nc(=S)[nH]c4ccccc34)n2)cc1	7%	20%	27%	8%	-16%	3	9%	-7%	9%
O=C(Cn1cnc2c(nnn2Cc2ccccc2)c1=O)NCc1ccco1	-33%	28%	1%	3%	-12%	5	-16%	32%[activator]	-1%
CC(C)CC(=O)OCc1cc(=O)n2nc(C3CCCCC3)sc2n1	-1%	30%	14%[59 µM]	-1%	-11%	-2	0%	-2%	0%
CC1(C)N=C(N)NC(Nc2cccc(Br)c2)=N1	-12%	37%	-15%	0%	-3%	-8	-5%	-12%	-2%
COc1ccc(S(=O)(=O)NCC(=O)N(CC2CCCO2)C(C(=O)NC2CCCC2)C(C)C)cc1 (stereo unspecified)	-37%	36%	4%	1%	-14%	-2	-21%	7%	4%
CC(C(=O)Nc1ccccc1)N(c1cccc(Cl)c1)S(C)(=O)=O (stereo unspecified)	-20%	36%[activator]	2%	1%	1%	0	13%	0%	-13%
S=C(Nc1ccccc1Cl)NC1CC2CCCC(C1)N2C1CC1 (stereo unspecified)	-18%	64%[activator]	-38%	-11%	-7%	4	1%	0%	6%
O=C(c1ccc(F)cc1)C(C(=O)N1CCCCC1)n1ccccc1=O (stereo unspecified)	8%	42%[activator]	5%	4%	-10%	1	6%	2%	16%
Cc1c(NS(=O)(=O)c2cccc(C(=O)N3CCC(C)CC3)c2)c(=O)n(-c2ccccc2)n1C	3%	29%	x	x	-5%	-3	0%	3%	4%
COc1cc(OC)cc(C(=O)Nc2ccn(C)n2)c1	8%	11%	8%[12.7 µM]	5%	-12%	3	-6%	106%[activator]	3%
NC(=O)c1ccccc1NC(=O)/C=C/C(=O)O	-22%	50%[activator]	-2%	-17%	3%	3	-9%	u	-1%
CCc1cc(C(=O)Nc2ccccc2)cs1	-21%	38%[activator]	6%[12.7 µM]	2%	3%	-10	3%	-23%	4%
Cc1ccc(CCNC(=O)CCCc2nnc3n(C)c(=O)c4sccc4n23)cc1	5%	20%	7%[59 µM]	1%	-15%	-1	3%	-12%	-3%
CSc1ccc(S(=O)(=O)NCC(=O)OC2CCOC2=O)cc1[N+](=O)[O-] (stereo unspecified)	8%	9%	u	4%	-14%	1	9%	0%	0%
COc1ccc(CCNC(=O)c2ccc(-n3c(C)cc4c3CCCC4)cc2)cc1OC	13%	10%	-41%[59 µM]	-9%	-22%	1	-3%	4%	-12%
COc1ccc(-c2nnn(Cc3nc(N)nc(N4CCOCC4)n3)n2)cc1OC	-11%	18%	13%[12.7 µM]	-4%	4%	9	-6%	113%[activator]	-1%
CC(=NNc1ccc2ccccc2n1)c1ccccc1O	16%	26%	x	x	-22%	-23	3%	u	12%
Cc1cccc2sc(N(CCCN(C)C)C(=O)c3nc4ccccc4s3)nc12	-19%	0%	10µM*	-6%	-14%	-3	x	-12%	8%
O=C(CSc1nnc(COc2ccc(F)cc2)o1)N1CCCCC1	-17%	17%	15%	5%	10%	8	-2%	-3%	14%
COc1cccc(Cn2nnc(C(=O)NCc3ccc(F)cc3)c2N)c1	u	9%	-13%	8%	u	-3	-4%	455%[activator]	5%
COc1ccccc1C(=O)NC(=O)COc1ccc([N+](=O)[O-])cc1	-1%	4%	27%[2.33 µM]	2%	-7%	5	-4%	-16%	5%
O=C(O)COc1ccc(/C=N/NC(=O)c2ccc(-c3csc(Nc4ccc(Cl)cc4)n3)cc2)cc1	u	20µM*	-105%[59 µM]	4µM*	8.9µM*	-5	10%	u	u
CC(C)CC(CO)N1CCN(C(=O)c2ccc(Cl)cc2Cl)CCC1=O (stereo unspecified)	14%	36%	25%	3%	-3%	-2	-18%	8%	1%
CC(=O)C(Sc1ncnc2sc3c(c12)CCCC3)C(C)=O	-2%	43%[activator]	u	2%	-5%	6	-2%	-11%	14%
Cc1ccc(S(=O)(=O)N2CCN(C(=O)COC(=O)CNC(=O)c3ccccc3)CC2)c(C)c1	3%	10%	-22%	4%	-16%	-4	5%	2%	0%
O=Cc1c(Sc2ccccc2)nc2ccccn2c1=O	-26%[11.4 µM]	-13%	-13%	-18%	-29%[11.4 µM]	3	-4%	0%	u
CN1CC(=O)N(CC(=O)Nc2ccc(OC(F)(F)F)cc2)c2ccccc2C1=O	7%	6%	-4%[59 µM]	0%	-12%	-4	-13%	-24%	1%
S=C(NCCC(c1ccccc1)c1ccccc1)Nc1cccc(Cl)c1	-8%	28%	-9%[0.501 µM]	-4%	-1%	18	-3%	22µM*	5%
O=C(CSc1nnc(-c2ccncc2)n1-c1ccccc1)NCC1CCCO1 (stereo unspecified)	6%	34%	2%[2.33 µM]	14%	-15%	-4	-3%	169%[activator]	-3%
COc1ccc2c(c1)CC(C)C/C2=N\NC(=O)c1ccco1 (stereo unspecified)	-20%	12%	-26%	u	-8%	-4	19%	23%	-5%
Fc1ccc(-n2ncc3c(Nc4ccc5c(c4)OCCO5)ncnc32)cc1	14%	34%	7%[59 µM]	6%	-8%	-11	4%	-26%	-6%
O=C(CCN1C(=O)C2C3C=CC(C3)C2C1=O)Nc1ccccc1 (stereo unspecified)	12%[11.4 µM]	62%[activator]	11%	-19%	-5%	1	1%	1%	3%
Cc1ccc(/C=C/c2nnc(-c3ccc(C)cc3)o2)cc1	-13%	24%	42%[activator]	-1%	1%	-2	x	8%	0%
COc1ccccc1CN1C(=O)c2ccncc2C1=O	11%	13%	x	3%	-9%	-1	-2%	6%	-5%
Cc1nn(Cc2c(F)c(F)c(F)c(F)c2F)c(C)c1NC(=O)c1nn(C)cc1[N+](=O)[O-]	7%	16%	1%[59 µM]	4%	-6%	-2	13%	19%	-1%
